FadD28 binding – inhibitors of FadD28 bisubstrate probe binding, primary screen, biochemical, fluorescence polarization, single point; 360,000 tested, 0.22% active; Mycobacterium tuberculosis FadD28 fatty-acid-AMP ligase; inhibition, % at 12.5 µM; AID 588549, 2011; in the data active = inhibition above about 8.5%, passing the limit was not always enough; inconclusive = no clear call, values can overlap the other calls
DUSP3 inh – VHR1 phosphatase inhibitors, primary screen, biochemical, absorbance, uHTS. inhibition, % at 13.3 µM. AID 1654, 2009. 290,000 tested, 0.52% active. recombinant VHR phosphatase, pNPP absorbance; in the data active = inhibition above about 50%; note: some compounds called inactive have numbers as strong as hits
Target sequence (P51452 whole entry, looked up): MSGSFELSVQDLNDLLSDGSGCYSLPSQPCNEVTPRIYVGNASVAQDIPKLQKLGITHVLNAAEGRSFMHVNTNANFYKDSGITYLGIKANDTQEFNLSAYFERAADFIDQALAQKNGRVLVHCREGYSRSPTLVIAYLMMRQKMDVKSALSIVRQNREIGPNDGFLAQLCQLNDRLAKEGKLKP
Mtb FBA inh – Mtb FBA enzyme inhibitors, primary screen, biochemical, fluorescence, strain H37Rv | purified M. tuberculosis FBA, fluorescence read-out | inhibition, % at 1 µM | 360,000 tested, 2.3% active; in the data active = inhibition above about 27%;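 note: 0% = vehicle and 100% = reference inhibitor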
Target sequence (P9WQA3 whole entry, looked up): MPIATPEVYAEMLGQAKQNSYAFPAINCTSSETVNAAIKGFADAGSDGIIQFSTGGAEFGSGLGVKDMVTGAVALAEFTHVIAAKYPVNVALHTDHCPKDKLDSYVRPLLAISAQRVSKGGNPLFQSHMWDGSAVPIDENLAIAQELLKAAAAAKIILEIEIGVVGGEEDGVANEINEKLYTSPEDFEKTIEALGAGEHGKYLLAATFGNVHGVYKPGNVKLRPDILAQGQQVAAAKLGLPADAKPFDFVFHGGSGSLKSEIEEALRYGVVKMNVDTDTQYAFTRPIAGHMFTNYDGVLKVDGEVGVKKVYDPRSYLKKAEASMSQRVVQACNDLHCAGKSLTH
MazEF act – activators of E. coli MazEF toxin-antitoxin RNase, primary screen, biochemical, fluorescence, uHTS; FAM/BHQ RNA-DNA oligo cleavage fluorescence, 5 h; activation, % at 20 µM; 350,000 tested, 0.32% active; AID 504720, 2011; in the data active = activation above about 50%
Target sequence (P0AE70 whole entry, looked up): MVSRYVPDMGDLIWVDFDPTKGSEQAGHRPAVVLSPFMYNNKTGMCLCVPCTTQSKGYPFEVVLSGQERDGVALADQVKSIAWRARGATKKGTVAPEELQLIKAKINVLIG
Mtb UGM inh – M. tuberculosis UGM enzyme inhibitors, primary screen, biochemical, fluorescence polarization, single point. 320,000 tested, 0.06% active. AID 504406, 2011. inhibition, % at 10 µM. UDP-galactopyranose mutase (Mycobacterium tuberculosis (strain ATCC 25618 / H37Rv)), …. purified UGM, fluorescence polarization probe displacement; in the data active = inhibition above about 10%, passing the limit was not always enough; inconclusive = no clear call, values can overlap the other calls
BioA inh – M. tuberculosis BioA enzyme inhibitors, primary screen, biochemical, plate reader, single point, HTS; 7,8-diaminopelargonic acid synthase BioA (Mycobacterium tuberculosis); purified M. tuberculosis BioA enzyme; inhibition, % at 9.99 µM; 360,000 tested, 0.096% active; in the data active = inhibition above about 40%; inconclusive = no clear call, values can overlap the other calls
GDH-TPI counter – GDH-TPI coupling enzyme inhibitors, primary screen, artefact control for M. tuberculosis FBA inhibitor project, biochemical, absorbance, full deck | GDH-TPI coupled enzyme counterscreen, NADH absorbance | inhibition, % at 4.8 µM | 360,000 tested, 1.2% active | AID 588335, 2011;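 note: 0% = DMSO wells and 100% = wells lacking the enzyme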
CCHFV vOTU inh – CCHFV vOTU protease inhibitors, primary screen, biochemical, Pep-AMC substrate, fluorescence. AID 651958, 2012. inhibition, % at 11.5 µM. Crimean-Congo hemorrhagic fever virus L polyprotein viral ovarian tumor (vOTU) protease …. 370,000 tested, 0.55% active; note: 0% = vehicle wells with enzyme and 100% = no enzyme wells
Rv3671c protease – Rv3671c serine protease inhibitors, primary screen, biochemical, fluorescence polarization, M. tuberculosis H37Rv. P9WHR9. inhibition, % at 5.96 µM. 320,000 tested, 0.048% active. AID 2606, 2010; in the data active = inhibition above about 38%;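 note: extracellular domain of Rv3671c used as enzyme; 0% = enzyme with DMSO and 100% = no enzyme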
Target sequence (P9WHR9 whole entry, looked up, the tested form may be a part): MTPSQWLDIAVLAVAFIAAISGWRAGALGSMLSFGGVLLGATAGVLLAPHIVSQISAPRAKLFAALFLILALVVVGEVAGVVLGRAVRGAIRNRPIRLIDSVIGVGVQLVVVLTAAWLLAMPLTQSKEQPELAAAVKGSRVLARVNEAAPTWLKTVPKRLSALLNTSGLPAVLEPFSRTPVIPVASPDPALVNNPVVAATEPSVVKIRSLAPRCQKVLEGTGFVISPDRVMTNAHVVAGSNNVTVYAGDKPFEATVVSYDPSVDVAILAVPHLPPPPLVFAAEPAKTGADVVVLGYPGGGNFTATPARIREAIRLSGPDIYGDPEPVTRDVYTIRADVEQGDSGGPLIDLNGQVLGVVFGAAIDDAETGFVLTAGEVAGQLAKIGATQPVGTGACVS
BoNT-F LC inh – BoNT/F light chain protease inhibitors, primary screen, biochemical, flow cytometry, MLPCN library. Botulinum neurotoxin type F light chain protease (Clostridium botulinum). Multiplex microsphere protease cleavage assay. inhibition, % at 10 µM. 360,000 tested, 0.22% active. AID 588497, 2011; in the data active = inhibition above about 35%, passing the limit was not always enough; inconclusive = no clear call, values can overlap the other calls; note: plate controls were buffer without enzyme for full effect and enzyme alone for no effect
The depositor's hits bear a star; ? = inconclusive; / = not tested or not shown. Cut-off read from the data, not from the text of the source, unless noted: active = inhibition above about 30%; inactive = the rest.

SMILES	CCHFV vOTU inh	MazEF act	Mtb FBA inh	BoNT-F LC inh	Mtb UGM inh	GDH-TPI counter	Rv3671c protease	FadD28 binding	BioA inh	DUSP3 inh
Nc1c(C(=O)NCC2CCCO2)sc2nc3c(c(-c4ccco4)c12)CC/C3=C\c1ccco1 (stereo not drawn)	7.7	4.5	-1.1	2.6	/	2.9	/	13.8*	-1.0	100.7*
O=C(Nc1cc(C(F)(F)F)ccc1N1CCOCC1)c1ccco1	2.1	6.2	1.2	-8.1	0.4	10.6	-5.8	0.9	0.3	-6.0
COCCNc1nc(Nc2ccc(F)cc2)c2sccc2n1	0.6	/	-3.0	1.4	/	4.9	/	-3.6	25.1	/
CCOCCCn1c(=S)[nH]c2cc(C(=O)NC3CCCC(C)C3C)ccc2c1=O (stereo not drawn)	-2.2	-2.3	-5.4	-3.2	-0.5	-11.1	-7.3	-0.4	-1.5	1.1
Fc1ccc(C(c2nnnn2C2CCCC2)N2CCc3ccccc32)cc1 (stereo not drawn)	0.2	4.8	1.5	-5.2	-0.9	12.4	4.9	-2.7	0.0	5.4
COc1cc(C2=NOC(C(=O)Nc3ccc(C(C)=O)cc3)C2)cc(OC)c1OC (stereo not drawn)	-9.5	5.5	-0.1	8.1	1.7	3.7	-9.0	-0.4	-0.1	15.1
Nc1nc(N)c2sc3nc4c(cc3c2n1)CCC4	1.1	5.6	15.0	4.4	0.2	-5.0	-4.3	-2.7	0.2	15.9
COc1ccc(-n2c(Cn3nc(C(F)(F)F)cc3C)n[nH]c2=S)cc1	-8.9	0.6	-0.3	4.7	-1.3	-10.1	-2.7	-2.3	/	1.0
COc1cccc(CN(C)C(=O)c2ccccc2SCC(=O)N2CCCC2)c1	-8.1	7.3	-3.1	7.1	1.4	1.4	2.8	-3.1	-1.3	/
CC(Oc1cccnc1[N+](=O)[O-])C(=O)Nc1ccc(F)cc1 (stereo not drawn)	0.1	-6.7	2.3	-3.8	-1.8	15.7	0.6	-4.7	2.3	/
CC(C)OC(=O)CSc1nnc(-c2cnccn2)n1-c1ccccc1	-3.1	4.4	1.0	10.8	0.5	-6.4	-3.6	-3.1	-0.4	30.8
CC(C)=C1C2CCC1C1C(=O)N(c3nccs3)C(=O)C21 (stereo not drawn)	-1.1	3.4	0.0	-1.6	-1.6	-3.7	-1.2	-1.4	0.1	-4.1
CC1CC(C)CN(S(=O)(=O)c2ccc3c(c2)CC(C)N3C(=O)C2CCC2)C1 (stereo not drawn)	18.5	6.7	-0.7	-1.6	0.4	6.7	4.8	-1.5	-1.5	-22.1
COc1ccc(S(=O)(=O)N2CCN(C(=O)c3cc(C)on3)CC2)cc1	4.8	1.0	5.5	3.7	1.8	4.4	-2.8	-0.6	-2.4	/
CN(C)CCCOC(=O)Cc1ccc(Cl)cc1	12.6	0.8	-1.3	7.2	-0.5	-6.4	6.4	-4.3	-1.8	-6.2

Compound profiles (already shown). Order of screens: CCHFV vOTU inh | MazEF act | Mtb FBA inh | BoNT-F LC inh | Mtb UGM inh | GDH-TPI counter | Rv3671c protease | FadD28 binding | BioA inh | DUSP3 inh
Listed for O=C(Nc1cc(C(F)(F)F)ccc1N1CCOCC1)c1ccco1 : 2.1 | 6.2 | 1.2 | -8.1 | 0.4 | 10.6 | -5.8 | 0.9 | 0.3 | -6.0
Listed for CCOCCCn1c(=S)[nH]c2cc(C(=O)NC3CCCC(C)C3C)ccc2c1=O (stereo not drawn) : -2.2 | -2.3 | -5.4 | -3.2 | -0.5 | -11.1 | -7.3 | -0.4 | -1.5 | 1.1

3 entries already listed, arranged by formula weight, largest number first.
SMILES	CCHFV vOTU inh	MazEF act	Mtb FBA inh	BoNT-F LC inh	Mtb UGM inh	GDH-TPI counter	Rv3671c protease	FadD28 binding	BioA inh	DUSP3 inh
Nc1c(C(=O)NCC2CCCO2)sc2nc3c(c(-c4ccco4)c12)CC/C3=C\c1ccco1 (stereo not drawn)	7.7	4.5	-1.1	2.6	/	2.9	/	13.8*	-1.0	100.7*
CC1CC(C)CN(S(=O)(=O)c2ccc3c(c2)CC(C)N3C(=O)C2CCC2)C1 (stereo not drawn)	18.5	6.7	-0.7	-1.6	0.4	6.7	4.8	-1.5	-1.5	-22.1
COc1ccc(-n2c(Cn3nc(C(F)(F)F)cc3C)n[nH]c2=S)cc1	-8.9	0.6	-0.3	4.7	-1.3	-10.1	-2.7	-2.3	/	1.0

More entries follow.
SMILES	CCHFV vOTU inh	MazEF act	Mtb FBA inh	BoNT-F LC inh	Mtb UGM inh	GDH-TPI counter	Rv3671c protease	FadD28 binding	BioA inh	DUSP3 inh
O=C(Nc1cccc(C(=O)O)c1)/C(=C\c1ccc2c(c1)OCO2)NC(=O)c1ccco1	16.9	5.9	0.6	-8.1	-0.8	17.3	-2.7	-1.8	/	11.1
C=CCn1c(SCC(=O)c2ccc(OC)cc2)nnc1-c1ccc2c(c1)OCO2	0.3	-0.1	-3.4	1.5	0.2	0.0	-6.8	-6.5	/	-17.2
O=C(Nc1ccc(Cl)cc1)Nc1ccc(Oc2cccnc2)nc1	-9.9	14.9	3.6	?	-1.2	-4.4	-0.7	-2.6	/	4.3
N=c1n(Cc2ccccc2)c2ccccc2n1Cc1ccccc1	-6.4	14.9	1.0	-0.9	-0.6	6.9	2.5	-3.2	/	21.2
O=C(NNc1ccccc1[N+](=O)[O-])Nc1ccc(F)cc1F	4.0	9.4	1.4	0.8	-0.9	-7.5	4.8	/	-0.9	29.7
COc1ccccc1N(CC(=O)NC1CCCC1)C(=O)CNC(=O)c1cccs1	-0.5	-13.1	4.8	-7.2	-1.7	-1.5	-3.1	1.1	/	11.8
Cc1ccc2oc(=O)c3cnn(CC(=O)Nc4ccccc4N4CCN(C)CC4)c3c2c1	1.0	9.9	1.2	3.5	-0.2	-6.0	-0.8	-0.9	-0.9	6.6
CCn1cc([N+](=O)[O-])c(C(=O)Nc2nc(-c3ccc(C)c(C)c3)c(C)s2)n1	/	-3.0	-0.7	-10.4	-0.9	7.8	-21.2	-1.1	/	27.0
Cc1cccc(C)c1NC(=O)CN(C)C(C)C(=O)Nc1ccccc1-c1ccccc1 (stereo not drawn)	-0.5	-2.3	-1.2	-4.5	-4.3	-0.3	-0.1	-1.6	-0.9	22.2
Cc1cccc(NC(=O)c2cc(S(=O)(=O)N3CCC4(CC3)OCCO4)ccc2F)c1	10.4	-16.7	-0.2	-7.7	-1.9	12.9	-3.2	-0.7	-2.7	-36.6
CCn1c(SCC(=O)OC)nc2sc3c(c2c1=O)CC(C)(C)OC3	-1.9	2.5	-5.6	1.5	4.6	16.1	1.2	0.3	3.8	9.0
Oc1[nH]c2ccccc2c1N=NC(=S)N1CCOCC1	/	8.2	-21.9	4.6	2.0	19.5	-15.6	-4.8	-0.1	5.1
O=S(=O)(NNc1cccc(Cl)n1)c1ccc(Cl)cc1	-0.4	-2.1	1.1	1.7	/	8.2	/	-0.1	-1.5	12.6
Cn1cc(C(=O)N/N=C/c2ccc3c(c2)OCO3)c2ccccc21	2.7	-3.7	2.4	/	1.3	33.7*	6.2	-2.0	-0.6	9.0
Cc1ncc([N+](=O)[O-])n1CC(=O)Nc1ccc(F)c(Cl)c1	-1.3	1.2	-0.9	-4.3	2.7	-3.3	0.1	-0.5	-1.2	1.6
CC(C)(C)NC(=O)C(c1ccccc1F)N(Cc1ccco1)C(=O)c1csnn1 (stereo not drawn)	0.8	3.5	-0.6	0.9	-0.2	12.1	-5.4	-1.7	-1.3	24.0
CCOC(=O)C1(Cc2cccc(OC)c2)CCN(Cc2cccc3c2OCO3)CC1	10.3	3.0	0.0	-0.6	-0.7	6.3	-12.3	-2.9	-1.3	8.4
Cc1ccc2cccc(OCC(=O)Nc3cccc(S(=O)(=O)N4CCCC4)c3)c2n1	21.2	-3.2	-2.6	-12.6	2.0	1.6	0.6	-5.5	0.2	/
CC1Cc2cc(/C(O)=C3/C(=O)C(=O)N(CCCN4CCOCC4)C3c3ccc(C(C)C)cc3)ccc2O1 (stereo not drawn)	18.5	3.7	-1.2	1.1	3.2	3.9	-0.9	-2.1	-0.1	-8.2
COc1cc(C(=O)NCCc2ncccc2C)ccc1OC1CCN(C(C)=O)CC1	10.4	6.5	-4.8	4.9	0.7	-6.0	-4.0	-0.3	0.8	3.7
COc1ccc(N2C(=O)[C@@H]3C(c4cccnc4)=NO[C@@H]3C2=O)cc1	-10.8	-3.4	0.3	/	2.6	15.9	6.4	0.0	-2.1	5.4
Cc1nc2c(c(-c3ccccc3)c1C#N)C(=O)c1ccccc1-2	-2.4	3.9	0.6	0.8	-0.2	3.5	0.8	-0.6	-1.1	20.5
CC1(C)CC(NC(=O)c2cccc3ccccc23)CC(C)(C)N1	0.0	3.8	-13.4	-1.7	-2.7	-12.4	-2.4	-3.1	0.5	27.3
COP(=O)(OC)c1nc(-c2ccc([N+](=O)[O-])cc2)oc1N1CCCCC1	-1.0	-0.4	-2.6	-4.0	1.4	7.9	1.2	-1.5	5.5	44.0
CC(=O)O[C@H]1CC[C@@]2(C)C(=CC[C@H]3[C@@H]4CC[C@H](C(C)=O)[C@@]4(C)CC[C@@H]32)C1	1.1	-6.6	5.0	-7.7	-0.3	-9.2	-0.2	-0.2	0.8	/
OCCN1CCN(CC(O)COc2ccc(C34CC5CC(CC(C5)C3)C4)cc2)CC1 (stereo not drawn)	-1.8	13.2	-0.5	1.8	-0.7	1.9	11.4	2.2	/	17.9
C[C@H]1NS(=O)(=O)c2cc(Cl)ccc2O[C@@H]1c1ccccc1	-1.2	5.7	1.6	0.3	/	-2.8	/	-2.0	2.4	/
CCCC(NC(=S)NCC1CCCO1)C12CC3CC(CC(C3)C1)C2 (stereo not drawn)	-9.7	1.5	0.2	3.5	0.3	-2.5	7.9	-4.4	/	7.2
CCCCCNS(=O)(=O)c1cc2c3c(c1)CCC(=O)N3CCC2	-4.9	6.3	-10.8	-1.4	2.0	-7.7	-0.1	-1.7	0.0	-14.6
O=C(/C(=C/O)N=Nc1ccc(Cl)cc1)c1ccncc1	-0.9	-5.9	-9.5	-23.9	1.8	3.4	-0.9	-2.5	/	44.1
c1cc(CN2CCCCC2)cc(OCCCNc2nc3ccccc3s2)c1	1.4	7.4	0.0	-2.3	-0.8	0.5	0.2	-2.5	1.8	/
CSc1nnc(C2CCNCC2)n1C	7.2	3.9	-6.8	?	-2.2	0.4	10.6	-3.9	0.4	18.9
CCOc1ccc(CCNC(=O)c2cc(C)on2)cc1OCC	-6.3	7.5	3.5	/	-5.7	4.9	-2.4	-3.5	4.8	-22.3
CC(O)CNc1nc2c(c(=O)n(Cc3cccc(Cl)c3)c(=O)n2C)n1C (stereo not drawn)	-5.5	9.2	2.8	?	-0.1	-8.4	-1.8	-3.3	-0.6	17.9
Cc1ccc(C2(C)NC(=O)N(CC(=O)NC3CCCCC3)C2=O)cc1 (stereo not drawn)	-5.9	3.4	2.0	-1.4	/	-2.1	/	-0.3	-1.2	/
Cc1ccc(C(=O)NC2CCS(=O)(=O)C2)cc1S(=O)(=O)N1CCCCC1 (stereo not drawn)	2.4	-4.8	-0.9	-3.4	-0.1	3.8	-2.7	1.7	-1.3	9.9
CCCNc1c(NS(=O)(=O)c2ccc(OC)c(OC)c2)c(=O)oc2ccccc12	/	7.5	-0.8	3.7	0.5	11.1	4.5	0.0	0.8	-1.9
O=C1CC(N2CCN(c3ccccc3)CC2)C(=O)N1c1cccc(Cl)c1 (stereo not drawn)	-3.4	2.9	-3.5	16.6	2.5	-12.9	-0.7	-4.1	0.1	27.9
